G9a inh: inhibitors of human histone lysine methyltransferase G9a. Q96KQ7. G9a H3K9 monomethylation, AlphaScreen, 2 h. Potency, µM (top dose mostly 102 µM), without a hit: top-dose activity, negative = inhibition, most hits filed as inhibitors. actives 8.8% (n = 350,000). AID 504332; note: potency is the fitted concentration of half-maximal effect; % is set by controls: 0 for no effect and ±100 for the full control effect; nearly all actives have a fitted effect of over 75% in size
Target sequence (Q96KQ7 913-1193 limits assumed): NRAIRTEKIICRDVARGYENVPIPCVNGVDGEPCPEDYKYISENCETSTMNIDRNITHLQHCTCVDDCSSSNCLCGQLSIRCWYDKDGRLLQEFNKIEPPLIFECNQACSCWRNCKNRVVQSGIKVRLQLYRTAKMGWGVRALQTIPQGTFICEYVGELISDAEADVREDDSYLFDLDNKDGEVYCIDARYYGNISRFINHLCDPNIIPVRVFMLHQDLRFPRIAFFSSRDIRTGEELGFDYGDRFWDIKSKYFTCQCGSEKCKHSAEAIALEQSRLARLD
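Using a bead-based AlphaScreen, monomethylated H3K9 product from 2 h room-temperature reactions (G9a 20 nM, peptide 500 nM, SAM 20 uM) was detected with 0.5 ug/mL rabbit anti-H3K9me1 antibody.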
Tb PGK inh: inhibitors of T. brucei phosphoglycerate kinase; P07378; PGK/GAPDH coupled, Kinase-Glo luminescence, 60 min; Potency, µM (highest dose often 57.5 µM), for inactives: at the top dose activity change, negative = inhibition, actives largely listed as inhibitors; actives 0.043% (n = 380,000); AID 602233; note: potency is the fitted concentration of half-maximal effect; % is set by controls: 0 for no effect and ±100 for the full control effect; nearly all actives have a fitted effect of over 60% in size
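Luminescent ATP detection (Kinase-Glo Plus) follows a 60-minute room-temperature incubation, with wells lacking PGK as controls. Buffer: 100 mM TEA (pH 7.6), 5 mM MgCl2, 0.01% Tween-20. Coupling enzyme GAPDH (100 nM final) supplies unstable 1,3-BPG in-well.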
PI4K2A block: inhibitors of human PI4K2A. activity change, negative = inhibition, % at 76.9 µM. actives 0.13% (n = 420,000). purified PI4K2A, ADP-Glo luminescence, 1 h; stronger effect = lower value. Q9BTU6; in the data active = activity change below about -50%; inconclusive = mostly about -30% to -49%;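 note: -100% = wells without enzyme as full effect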
Target sequence (Q9BTU6 whole entry, looked up): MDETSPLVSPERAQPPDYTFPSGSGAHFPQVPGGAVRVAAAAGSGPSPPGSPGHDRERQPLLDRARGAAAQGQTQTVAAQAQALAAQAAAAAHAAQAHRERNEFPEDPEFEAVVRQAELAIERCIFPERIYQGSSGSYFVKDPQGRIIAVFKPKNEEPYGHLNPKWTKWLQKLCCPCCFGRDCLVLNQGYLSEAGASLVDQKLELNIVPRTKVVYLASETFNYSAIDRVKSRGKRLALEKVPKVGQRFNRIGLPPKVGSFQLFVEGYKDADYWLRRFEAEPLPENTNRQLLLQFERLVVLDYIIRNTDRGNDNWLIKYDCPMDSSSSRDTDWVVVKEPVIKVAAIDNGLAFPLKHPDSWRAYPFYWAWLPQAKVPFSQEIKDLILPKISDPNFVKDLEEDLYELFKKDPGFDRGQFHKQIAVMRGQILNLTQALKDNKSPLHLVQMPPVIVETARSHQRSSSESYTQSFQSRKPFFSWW
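In this quantitative HTS, ADP production by PI4K2A was quantified luminescently after 1 h at ambient temperature; 100 microM adenosine served as plate-quality control.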
JMJD2A Tudor inh: JMJD2A Tudor domain (human) inhibition. O75164. AlphaScreen JMJD2A-Tudor / H3K4me3 peptide binding. Potency, µM (series often up to 114 µM), inactives show at the highest dose activity change, negative = inhibition, usual class: inhibitors. actives 4.4% (n = 390,000). AID 504339; note: potency is the fitted concentration of half-maximal effect; % is set by controls: 0 for no effect and ±100 for the full control effect; nearly all actives have a fitted effect of over 50% in size
BAZ2B inh: blocks human BAZ2B. Q9UIF8. Potency, µM (titrated, usually from 114 µM), inactives show top-dose activity change, negative = inhibition, actives largely listed as inhibitors. actives 4.4% (n = 360,000). AlphaScreen BAZ2B-H3K14Ac peptide displacement; note: potency is the fitted concentration of half-maximal effect; % is set by controls: 0 for no effect and ±100 for the full control effect; nearly all actives have a fitted effect of over 60% in size
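AlphaScreen displacement: compounds (up to 110uM) incubated 30 min at room temperature with a preformed 50 nM BAZ2B/50 nM biotinylated H3K14Ac peptide complex in PBS pH 7.4 with Tween-20. Donor and acceptor beads at 10 ug/mL final added, 20 min light-protected before reading.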
GLS inhibitor: blocks human kidney-isoform glutaminase activity; GLS enzymatic activity, qHTS titration; Potency, µM (series often up to 45.5 µM), inactives show top-dose activity change, negative = inhibition, hits mostly inhibitors; actives 0.21% (n = 410,000); AID 624170; note: potency is the fitted concentration of half-maximal effect; % is set by controls: 0 for no effect and ±100 for the full control effect
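Read-out is an Amplex red fluorescence increase coupled through glutamate oxidase and HRP, measured before and after 30 min room-temperature incubation. hKGA is in 45 mM KH2PO4 (pH 8.2) with 0.02% Tween-20; glutamine added as 1mM solution.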
Pin1 inh: inhibitors of human Pin1; actives 0.009% (n = 390,000); Potency, µM (series often up to 115 µM), inactives show at the highest dose activity, negative = inhibition, most hits filed as inhibitors; Pin1 FP peptide displacement, HiFluor488, 10 min; AID 504891; Q13526; active = well fitted inhibition curve with a large enough effect in the polarisation, with a control signal flat, not every such curve was filed as active; inconclusive = small, poorly fitted or top-dose-only effect, or effect the other way, or a change in a side signal; inactive = no such curve, though single readings can be large or run the other way; the % refers to the polarisation; note: potency is the fitted concentration of half-maximal effect; % is set by controls: 0 for no effect and ±100 for the full control effect
POLH inh: blocks human DNA polymerase eta activity; Q9Y253; recombinant Pol eta, fluorescent DNA replication assay; Potency, µM (top dose mostly 114 µM), for inactives: at the highest dose activity change, negative = inhibition, actives largely listed as inhibitors; actives 1.2% (n = 390,000); note: potency is the fitted concentration of half-maximal effect; % is set by controls: 0 for no effect and ±100 for the full control effect
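Pol eta (10 nM) was preincubated with compounds for 15 min at room temperature, after which fluorescent replication substrate (50 nM final) was added to start the reaction. Fluorescence was read kinetically at 0 and 10 min.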
HP1b binding inh: inhibitors of HP1-beta chromodomain binding to methylated histone tails | AlphaScreen HP1-beta / biotin-H3K9me3 peptide binding | AID 540317 | actives 0.56% (n = 390,000) | P83916 | Potency, µM (titrated, usually from 114 µM), for inactives: at the highest dose activity change, negative = inhibition, hits mostly inhibitors; note: potency is the fitted concentration of half-maximal effect; nearly all actives have a fitted effect of over 70% in size; inactives centre near 23
Target sequence (P83916 whole entry, looked up): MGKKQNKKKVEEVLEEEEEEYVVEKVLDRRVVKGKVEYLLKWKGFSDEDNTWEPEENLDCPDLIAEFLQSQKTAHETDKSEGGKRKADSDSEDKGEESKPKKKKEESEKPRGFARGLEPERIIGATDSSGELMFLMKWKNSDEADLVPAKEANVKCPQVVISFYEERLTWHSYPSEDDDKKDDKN
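AlphaScreen: HP1-beta (50 nM) preformed 30 min with biotin-H3(1-18)K9me3 peptide (50 nM) in PBS pH 7.4, 0.01% Tween-20. Compound added for 30 min at RT, then streptavidin donor/nickel chelate acceptor beads (10 ug/mL) for 30 min.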
Starred values were filed as active, the others as inactive; i = inactive; ? = inconclusive; · = no result given; & = joins results of further samples; [ ] = another dose, or the depositor's remark. Unless noted, calls come from the whole dose curve; as a rule, active = well fitted curve in the direction sought with a large enough effect; inconclusive = small, poorly fitted or top-dose-only effect, or another doubt; inactive = no such curve, though single readings can be large; an effect the other way counts as inactive or inconclusive. These rows are one share of the data; the hit share may differ from the screen's.

Order of values – G9a inh	Tb PGK inh	PI4K2A block	JMJD2A Tudor inh	BAZ2B inh	GLS inhibitor	Pin1 inh	POLH inh	HP1b binding inh
- CCCc1ccc(-c2cc(N)n[nH]2)cc1
  21.7%	1.3%	1.0	-26.9%	79.4µM*	8.3%	-2.7%	-2.0%	8.7%
- CCOc1ccc(/C=C2\SC(=S)N(CCC(=O)Nc3ccc(C(=O)O)cc3)C2=O)cc1
  28.2µM*	-23.8%	-1.0	25.1µM*	22.4µM*	?	·	?	?
- COc1cc(/C=N/NC(=O)c2cccnc2)ccc1OC(=O)c1cc(OC)c(OC)c(OC)c1
  2.0%[59 µM]	-4.2%	0.6	-19.6%	-2.0%	-4.4%	13.5%	7.9%	24.4%[57 µM]
- Cc1ccc(N2C(=O)CC(Sc3nccc(C)n3)C2=O)cc1 (centres undefined)
  ?	-3.9%	-9.5	-7.5%	-11.0%	-4.7%	-9.7%	-18.5%	82.5%[activator]
- O=C(COC(=O)c1cccc(F)c1)NC1CC1
  4.6%	-6.4%	1.6	2.1%	-8.4%	-1.3%	-12.4%	-16.3%	30.3%
- COc1ccc(OC)c(NC(=O)Cc2ccc(NC3=NC4CS(=O)(=O)CC4S3)cc2)c1 (centres undefined)
  ·	-4.3%	-0.8	-21.8%	-4.4%	2.9%	-8.7%	-3.2%	28.2%
- Cc1ccc(S(=O)(=O)N2CCC(C(=O)NCc3ccncc3)CC2)cc1
  21.2%	-6.2%	-2.9	-11.9%	5.3%	0.4%	-3.0%	-10.7%	13.5%
- COc1ccc(/C=C2\SC(=S)N(CCCC(=O)Nc3ccccn3)C2=O)cc1OC
  ?	i	6.4	?	?	4.2%	?	-1.7%	?
- Cc1noc(C)c1COc1ccccc1C(=O)N1CCN(S(=O)(=O)c2ccccc2C(F)(F)F)CC1
  23.4%[2.33 µM]	-2.7%	0.7	-8.1%	10.2%	-2.8%	-5.7%	-8.0%	24.7%
- O=C(CCc1nc2ccccc2[nH]1)NCc1ccc2c(c1)OCO2
  -127.0%	i	1.8	9.7%	2.5%	-1.6%	-1.2%	-6.8%	40.5%[activator]
- Cc1ccc(NC(=O)C(Cc2ccccc2)NS(=O)(=O)c2ccc3c(c2)c(=O)n(C)c(=O)n3C)cc1 (centres undefined)
  -19.0%[59 µM]	-3.1%	2.9	-12.5%	?	-10.9%	7.0%	-0.8%	-0.9%
- CC(OC(=O)c1ccc(S(=O)(=O)N2CCCCC2)cc1)C(=O)Nc1ccc(C(N)=O)cc1 (centres undefined)
  -49.3%[59 µM]	-0.9%	-1.3	-15.4%	-17.4%	-3.0%	5.8%	0.4%	29.8%
- COc1ccc(C(=O)COC(=O)C(CCSC)NC(=O)COc2ccccc2)cc1 (centres undefined)
  -1.8%[0.501 µM]	-4.0%	-1.6	-23.4%	-3.2%	-1.3%	15.0%	-24.9%	8.5%
- Cc1cc2cc(CN(Cc3ccco3)S(=O)(=O)c3c(C)ccc4nsnc34)c(=O)[nH]c2cc1C
  2.3%	2.0%	2.2	-28.1%	-38.1%[57.1 µM]	-2.5%	20.2%	-21.7%	4.1%
- COc1cc(/C=N/NC(=S)NCCN2CCOCC2)cc(OC)c1O
  ?	-5.1%	-2.8	-26.1%	-8.4%	3.98µM*	1.2%	5.1%	22.3%
- Cc1ccc(NC(=O)NCCN2CCN(C(=O)Nc3ccc(C)cc3)CC2)cc1
  17.7%	-4.4%	2.4	-11.2%	2.8%	6.2%	-4.9%	-20.9%	10.3%
- CCOC(=O)c1c(NC(=O)CN2CCCc3ccccc32)sc(C(C)=O)c1C
  -3.3%	-0.2%	5.0	-1.4%	-6.1%	9.0%	14.8%	-6.2%	15.3%
- Cn1ccnc1SCC(=O)Nc1cccc(Br)c1
  -39.8%[59 µM]	3.0%	-1.9	-11.2%	-34.6%	-0.4%	-1.1%	-12.2%	18.7%
- Cn1nc([N+](=O)[O-])nc1Sc1ccc(Cl)cc1
  2.7%[59 µM]	-8.4%	0.7	-0.7%	2.6%	-10.3%	-1.1%	-20.9%	9.7%
- CCOC(=O)C1CCN(CCCSc2ccccc2)CC1
  ·	-8.2%	1.2	-16.4%	·	10.1%	19.7%	-17.9%	63.2%[activator]
- Cc1cccc(N2CCN(S(=O)(=O)c3ccc4c(c3)CCCN4C(=O)C3CCC3)CC2C)c1 (centres undefined)
  -45.9%	8.6%&-3.3%	6.3&-1.5	-19.1%&-26.5%	-20.3%&-10.2%	3.5%&8.7%	2.6%&3.8%	-12.8%&-15.8%	46.9%[activator]
- CC(C)(C)CC(C)(C)c1ccc(O)c(CN2CCN(CCC#N)CC2)c1
  2.4%[12.7 µM]	-8.8%	3.2	-30.1%	-6.6%	-1.4%	-2.0%	-23.1%	26.3%
- CCOc1cc(NC(=S)NCCCN2CCOCC2)c(OCC)cc1NC(=O)C1CCCCC1
  5.0%	-9.9%	-0.9	-33.9%	-15.6%	26.6%	2.8%	-5.8%	13.1%
- O=C(Oc1ccccc1Cl)c1ccccc1
  ·	i	-2.3	54.2%[activator]	·	-1.3%	-16.8%	-17.8%	176.0%[activator]
- O=C(NN=C1CCCC1)NC1CCCCC1
  8.9%[59 µM]	4.0%	1.1	0.0%	-3.8%	-9.9%	-3.0%	-20.6%	24.3%
- CCCOc1ccc(N2C(=O)CC(SCC(N)C(=O)OCC)C2=O)cc1 (centres undefined)
  70.8µM*	6.5%	-2.4	-9.0%	-3.1%	-1.0%	0.0%	1.5%	41.1%[activator]
- CN1CCN(/N=C/c2nc(-c3ccccc3Cl)n3ccccc23)CC1
  28.2µM*	i	-4.0	-30.8%	-9.0%	36.8%[activator]	-1.8%	-13.3%	-11.2%
- CCc1ccc(NC(=O)CN2C(=O)C(c3ccc(Cl)cc3)=NC23CCCCC3)cc1
  4.4%[59 µM]	·	0.0	-1.3%	-12.3%	-7.6%	14.6%	·	41.7%[activator]
- COc1ccc(CCC(=O)NNC(=O)Nc2ccccc2Cl)cc1
  ·	i	-9.1	-17.9%	-4.2%	22.8%	-3.4%	-2.6%	31.5%
- CCOC(=O)c1c(C#N)c(SCC(=O)Nc2ccc(OC)cc2)nc2c1CN(CC)CC2
  ?	-3.5%[11.5 µM]	2.8	-16.1%	-3.8%	-5.4%	?	-8.7%	-3.3%
- COc1ccc(Oc2ncc(CN3CCN(c4ccccc4)CC3)s2)cc1
  17.4%[12.7 µM]	4.5%	-2.1	-34.7%	?	19.4%	3.4%	4.0%	-12.8%
- O=C(COc1ccccc1)NCCc1nc2ccccc2[nH]1
  -44.4%[12.7 µM]	-0.9%	4.2	-6.4%	1.5%	1.4%	-0.7%	0.5%	50.0%[activator]
- Cc1ccc(/C=N/NC(=O)CSc2ccccn2)o1
  ?	-0.9%	-0.8	-12.0%	-6.0%	4.5%	3.3%	-8.0%	19.9%
- CC[C@]1(c2ccccc2)C(=O)N(C(=O)OC)N1C(=O)OC
  ·	-2.1%	1.1	-19.4%	0.7%	33.4%	4.4%	-3.0%	37.7%
- O=P1(Nn2cnnc2)C=C(c2ccccc2)OC(c2ccccc2)=C1
  11.2%[59 µM]	-7.4%	2.2	-10.5%	12.1%	-0.8%	-6.7%	-2.5%	24.3%
- CC(=O)n1cc([C@H]2C=C(C(=O)O)O[C@@H](OCCCCO)C2)c2ccccc21
  -2.9%[12.7 µM]	-2.9%	-6.6	-10.6%	-35.8%	-2.6%	-0.2%	-3.9%	36.5%
- COc1ccc(NC(=O)CCC(=O)c2cccs2)c(OC)c1
  -35.8%	-1.8%	-14.0	-14.1%	-26.0%	0.5%	-0.3%	-0.2%	11.1%
- Cc1c(Br)c([N+](=O)[O-])nn1CC(=O)Nc1ccccn1
  -43.6%	5.5%	-1.8	-9.1%	-25.4%	2.3%	1.4%	-5.0%	35.1%
- COc1ccc(NC(=O)c2ccc(S(=O)(=O)N(C)c3ccccc3)cc2)cc1S(=O)(=O)N1CCOCC1
  ·	-10.6%	-2.4	·	·	-5.2%	·	-14.1%	·
- Cc1ccc(S(=O)(=O)C2(C(=O)NC3CCCCC3C)CC2)cc1 (centres undefined)
  -29.3%	-1.6%	2.9	-4.9%	8.2%	10.9%	0.9%	-14.6%	23.1%
- Cc1cc(=O)oc2c3c(cc(OCC(=O)N4CCC(C(=O)O)CC4)c12)OC(C)(C)CC3
  -0.2%[12.7 µM]	i	8.8	-23.1%	-27.2%	5.9%	-2.3%	-2.0%	11.9%
- COc1ccc(CN2CCN(c3ccccc3OC)CC2)c(OC)c1
  -9.1%[0.501 µM]	-7.8%	-1.8	20µM*	?	7.0%	1.1%	-9.9%	-33.2%
- O=C(NCC1CCCO1)c1ccccc1-c1nc(-c2ccccc2)no1 (centres undefined)
  9.7%[59 µM]	-1.1%	-3.8	-14.2%	8.7%	8.9%	-0.5%	-8.4%	14.2%
- N#Cc1ccc(C(=O)OCC(=O)NC(=O)NC2CCCCC2)cc1
  13.4%[2.33 µM]	-8.9%	1.8	3.5%	-16.2%	-0.7%	-0.8%	-9.1%	22.7%
- CCOC(=O)N1CCN(C(=O)c2cccc(S(=O)(=O)Nc3ccc(OC)cc3)c2)CC1
  -28.5%	-6.7%	1.6	-17.9%	-20.1%	2.6%	-2.1%	-19.3%	39.3%[activator]
- CSc1nnc(NC(=O)c2cccc(S(=O)(=O)N3CCOCC3)c2)s1
  10.3%	-5.1%	1.1	-2.2%	-5.7%	-7.7%	-2.2%	-10.0%	44.9%[activator]
- CC(=O)Nc1ccc(N2S(=O)(=O)c3ccccc3S2(=O)=O)cc1
  11.1%[12.7 µM]	-3.4%	-2.9	-6.2%	6.9%	-0.1%	-1.7%	-18.4%	27.2%
